GSK3B inh: human GSK3beta kinase inhibitors, primary screen, biochemical, cell-free homogeneous, HTS | Glycogen synthase kinase-3 beta (Homo sapiens), P49841 | GST-GSK3beta kinase, ADP-Glo luminescence, 60 min; hits give low values | 0.038% of 300,000 active | activity score (negative = inhibition), % at 10 µM;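 active = more than half of replicate wells score below -50%, meaning over 50% inhibition versus plate controls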;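 note: 0% = median DMSO wells and -100% = median GW8510 positive control wells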
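Assay system: GST-fused GSK3beta enzyme, cell-free / Medium: Tris pH 7.5 buffer with MgCl2, DTT, BSA, heparin / Also added: peptide substrate plus 25 µM ATP (final) / Compound: 10 µM single point / Timing: kinase reaction with compound 60 min at room temperature / Detection: ADP-Glo luminescence / Benchmarks: DMSO neutral wells and GW8510 at 20 µM as positive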
KCNQ1 block: inhibitors of human KCNQ1 channel, primary screen, cell-based, thallium flux, high-throughput; B-score at 10 µM; AID 2642, 2010; 1.3% of 310,000 active; Potassium voltage-gated channel subfamily KQT member 1 (Homo sapiens), P51787; CHO-K1 KCNQ1, FluxOR thallium flux fluorescence; hits give high values;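 active = compounds whose thallium flux B-score, printed positive for inhibition, exceeds three library SD while starting fluorescence stays within three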;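 note: channel opened by potassium depolarization with thallium stimulus after 20 min compound exposure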
GSK3A inh: blockers of GSK3A enzyme activity – biochemical, luminescence, cell-free homogeneous, HTS, primary screen; Glycogen synthase kinase-3 alpha (Homo sapiens), P49840; GSK-3 alpha kinase, ADP-Glo luminescence, 60 min; inhibition, % at 10 µM; 0.1% of 320,000 active; AID 2650, 2010;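 in the data active = inhibition above about 50%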;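 note: GST-tagged GSK-3 alpha with peptide substrate and 25 µM ATP; 0% = DMSO neutral wells and 100% = GW8510 positive control wells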
RGS4 pot: RGS4 potentiators or activators, primary screen, cell-based, HEK293 M3R inducible RGS4, calcium flux | carbachol calcium flux Fluo4; hits give low values | B-score at 10 µM | 0.92% of 310,000 active | AID 463111, 2010;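 active = B-score of the integrated calcium signal more than 4 SD below the library mean, with starting fluorescence not abnormally high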;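 note: negative B-score means reduced calcium response which marks RGS4 activation or potentiation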
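Assay system: HEK293 FlpIn-TREx cells, stable M3R, doxycycline-inducible RGS4 / Probe or stimulus: carbachol, ECmax concentration / Times: overnight RGS4 induction, 30 min dye load 37 °C, 20 min compound RT / Signal: kinetic calcium fluorescence imaging with Fluo4-AM dye, 2 µM / Measure: Agonist-evoked peak-minus-minimum fluorescence over baseline, integrated ratio, B score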
HDAC3 inh: HDAC3 deacetylase inhibitors, primary screen, biochemical, fluorescence, cell-free homogeneous; Histone deacetylase 3 (Homo sapiens), O15379; 0.15% of 320,000 active; inhibition, % at 8.3 µM; recombinant HDAC3, fluorogenic peptide/trypsin coupled; in the data active = inhibition above about 26%, passing the limit was not always enough
KCNK3 inh: human KCNK3 channel inhibitors, primary screen, CHO cells, FluxOR thallium flux, B-score. FluxOR fluorescence; hits give low values. B-score at 10 µM. 0.84% of 340,000 active;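 active = B-score under library mean minus 4 SD, starting fluorescence ratio at most library mean plus 5 SD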;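 note: more negative B-score means stronger inhibition of thallium flux through KCNK3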
Dyrk1A ADPGlo: rat Dyrk1A kinase inhibitors, primary screen, biochemical, single point, plate reader. Dual specificity tyrosine-phosphorylation-regulated kinase 1A (Rattus norvegicus), Q63470. ADP-Glo luminescence, NFATc1 peptide. inhibition, % at 12.5 µM. 0.43% of 310,000 active. AID 504441, 2011; in the data active = inhibition above about 50%;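 note: plate controls were vehicle with enzyme for no effect and no enzyme for full effect; many of its hits are not listed in these tables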
KCNQ1 pot: potentiators or activators of KCNQ1 channel, primary screen, cell-based, thallium flux, high-throughput. Potassium voltage-gated channel subfamily KQT member 1 (Homo sapiens), P51787. CHO-K1 KCNQ1, thallium flux FluxOR fluorescence; hits give high values. B-score at 10 µM. 0.35% of 310,000 active;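 active = fluorescence ratio B-score, a plate-corrected score, at least three library SD, with initial intensity B-score within 5 SD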
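System: Stable KCNQ1 CHO-K1 line | Incubation: 90 min dye loading and 20 min compound exposure, both at room temperature | Measure: Ratio B score | Medium: Assay buffer for compound exposure, DMSO matched across wells | Compound dosing: Single-concentration screen | Probe or stimulus: K+/Tl+ depolarizing stimulus | Measured by: Kinetic FluxOR fluorescence, 10 s baseline plus 110 s post-stimulus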
hERG protect: hERG rescue from dofetilide block, primary screen, cell-based, CHO-hERG, FluxOR thallium flux, dofetilide IC70; Voltage-gated inwardly rectifying potassium channel KCNH2 (Homo sapiens), Q12809; dofetilide IC70 present; activation (rescue from dofetilide block), less the hit threshold, % at 10 µM; 0.51% of 310,000 active; AID 1511, 2009;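 active = activation above the mean of controls blocked by dofetilide plus 5 SD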;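 note: thallium influx through hERG after potassium depolarization seen as dye fluorescence rise; in these data hits start at about 4.7%; inactives centre near -7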
Target sequence (Q12809 whole entry, looked up): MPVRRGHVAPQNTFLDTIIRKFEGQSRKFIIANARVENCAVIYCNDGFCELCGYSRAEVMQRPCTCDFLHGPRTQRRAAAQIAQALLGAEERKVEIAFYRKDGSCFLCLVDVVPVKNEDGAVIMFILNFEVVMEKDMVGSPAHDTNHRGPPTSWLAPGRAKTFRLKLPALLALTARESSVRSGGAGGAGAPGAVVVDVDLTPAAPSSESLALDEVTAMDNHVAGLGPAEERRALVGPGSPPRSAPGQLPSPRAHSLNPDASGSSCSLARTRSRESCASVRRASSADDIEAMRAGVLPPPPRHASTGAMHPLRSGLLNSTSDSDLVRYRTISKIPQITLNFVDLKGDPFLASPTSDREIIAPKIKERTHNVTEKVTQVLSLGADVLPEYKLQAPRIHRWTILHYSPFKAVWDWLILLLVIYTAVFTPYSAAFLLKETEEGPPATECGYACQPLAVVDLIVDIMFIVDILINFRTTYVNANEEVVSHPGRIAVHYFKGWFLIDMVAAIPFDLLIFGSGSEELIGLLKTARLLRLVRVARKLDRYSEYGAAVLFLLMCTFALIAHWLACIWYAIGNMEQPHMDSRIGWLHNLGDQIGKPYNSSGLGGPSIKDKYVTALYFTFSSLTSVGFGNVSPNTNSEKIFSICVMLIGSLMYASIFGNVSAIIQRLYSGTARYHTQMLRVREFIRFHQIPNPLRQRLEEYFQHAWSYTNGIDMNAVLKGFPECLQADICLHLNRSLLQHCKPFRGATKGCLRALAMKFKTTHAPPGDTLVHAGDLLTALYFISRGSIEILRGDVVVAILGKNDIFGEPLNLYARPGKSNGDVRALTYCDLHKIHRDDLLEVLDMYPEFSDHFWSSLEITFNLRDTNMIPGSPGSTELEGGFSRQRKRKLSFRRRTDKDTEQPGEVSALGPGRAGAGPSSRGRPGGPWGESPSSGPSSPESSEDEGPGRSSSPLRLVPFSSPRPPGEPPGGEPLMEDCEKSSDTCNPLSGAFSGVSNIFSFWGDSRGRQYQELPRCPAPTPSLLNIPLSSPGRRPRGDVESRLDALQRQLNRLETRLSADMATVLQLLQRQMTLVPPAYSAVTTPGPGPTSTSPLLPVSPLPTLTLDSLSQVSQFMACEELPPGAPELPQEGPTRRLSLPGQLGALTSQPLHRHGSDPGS
KCNK9 block: KCNK9 potassium channel inhibitors, primary screen, HEK293 cells, thallium flux; B-score at 10 µM; 1.2% of 310,000 active; Potassium channel subfamily K member 9 (Homo sapiens), Q9NPC2; FluxOR thallium flux fluorescence; hits give low values;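 active = ratio B-score over 3 SD below the library mean, with starting fluorescence within 5 SD of its mean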;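 note: negative B-score means less thallium flux so channel inhibition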
PolyA inh: polyadenylation inhibitors in yeast reporter cells, primary screen, luminescence, S. cerevisiae; 0.02% of 300,000 active; S. cerevisiae SKY197-pL101 polyadenylation reporter, beta-gal luminescence; efflux-impaired pdr1/pdr3 knockout yeast; score 100 = 6 SD above DMSO; calls only at 12 µM;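 active = lowest replicate activity score at least 50, where 100 means six control SD above control mean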;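 note: yeast exposed to compound for 9 h at 30 °C; higher score means more reporter readthrough which indicates perturbed polyadenylation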
An asterisk follows results filed as active; i = inactive; . = no result given.

SMILES	GSK3B inh	KCNQ1 block	GSK3A inh	RGS4 pot	HDAC3 inh	KCNK3 inh	Dyrk1A ADPGlo	KCNQ1 pot	hERG protect	KCNK9 block	PolyA inh
Cc1ccc(C2C(C#N)=C(N)N(N(C)C)C3=C2C(=O)CCC3)cc1 (centres undefined)	0	i	-1	i	-6	i	.	i	-2	i	i
CC(Oc1ccc(Cl)cc1Cl)C(=O)Nc1ccc2oc(-c3ccncc3)nc2c1 (centres undefined)	1	i	-4	i	-12	-10*	-6	i	-15	i	i
N#C/C(=C/c1ccc(CNS(=O)(=O)c2ccccc2)o1)C(=O)NCc1ccccc1	-2	i	-2	i	11	i	4	i	-7	i	i
Cc1[nH]c2ccccc2c1C(=O)C(=O)Nc1ccc2c(c1)OCO2	-2	i	0	i	2	i	4	i	-10	i	i
COc1cc(C(CCN2CCCC(C)C2)c2c(OC)cc(OC)c3c2OC(=O)CC3c2ccc(N(C)C)cc2)cc(OC)c1OC (centres undefined)	-1	i	-1	i	-2	i	1	i	-14	i	i
Cc1cc(Br)ccc1NC(=O)CN(C)C(=O)c1cc([N+](=O)[O-])ccc1N1CCOCC1	-6	i	0	i	-2	i	-4	i	-13	i	i
C=C(C)COc1ccc(-c2n[nH]c(C)c2-c2ccc(OC)c(OC)c2)c(O)c1	-2	i	-2	i	.	i	-2	i	-11	i	i
C=C(C)CSc1nnc(-c2cccc(S(=O)(=O)N(C)C)c2)n1-c1cc(OC)ccc1OC	0	i	0	i	6	i	2	i	-7	i	i
O=C1Nc2ccccc2O/C1=C\c1ccccc1	1	i	-1	i	-2	i	-1	i	-4	i	i
Cc1cc(N2CCN(C)CC2)nc2ccc(NC(=O)CCC(=O)NCCCOC(C)C)cc12	-2	i	-3	i	-9	i	-4	i	-8	i	i
Cc1ccsc1C(=O)N1CCCC(CO)(Cc2ccccc2)C1 (centres undefined)	-2	i	0	i	-2	i	5	i	-6	i	i
COc1ccc(S(=O)(=O)N(C)CC(=O)NCCC2=CCCCC2)cc1OC	1	i	.	i	1	i	5	i	-10	i	i
CN1CCN(S(=O)(=O)c2ccc(-c3noc(C4CCN(S(C)(=O)=O)CC4)n3)cc2)CC1	0	i	1	i	-8	i	-1	i	-11	i	i
COc1ccc2c(CC(=O)OCC(=O)Nc3cccc(S(N)(=O)=O)c3)coc2c1	6	i	0	i	-1	i	-1	i	-11	i	i
CC(C)C(C)NC(=O)COC(=O)c1cccc(C(=O)OCC(=O)NC(C)C(C)C)n1 (centres undefined)	-1	i	-3	i	4	i	-4	i	-17	i	.
COCCCN1C(=O)C(=O)/C(=C(/O)c2ccc(S(=O)(=O)N3CCOCC3)cc2)C1c1cccc(Cl)c1 (centres undefined)	0	i	1	i	-2	i	3	i	0	i	i
CCN(C(=O)c1cnc(NC(C)C)cc1C(F)(F)F)c1ccc(Cl)cc1	2	i	-3	i	-4	i	0	i	-5	i	i
Cc1cc(CNCc2c(C(=O)N(C)Cc3ccccc3)nc3ccccn23)nn1C	1	i	-1	i	-2	i	2	i	-5	i	i
CC(C)NC(=O)CSc1nc(-c2cccs2)cc(-c2ccccc2)c1C#N	-1	i	-4	i	-2	i	-4	i	-9	i	i
CCOc1ccc(N(CC(=O)Nc2cccc(F)c2)S(=O)(=O)c2c(C)noc2C)cc1	-4	i	2	i	15	i	-10	i	-5	i	i
O=c1oc2ccc3ccccc3c2cc1-c1nnc(-c2ccccc2)o1	0	i	-2	i	-4	i	-8	i	-5	i	i
O=C(Nc1ccc2c(c1)CCC2)c1ccc(Br)s1	1	i	-12	i	6	i	10	i	-20	i	i
Cc1ccccc1C(=O)N1CCC(C(=O)Nc2ccccn2)CC1	-3	i	.	i	.	i	1	i	-8	i	i
COc1ccc(NC(=O)CCS(=O)(=O)c2cccc3nonc23)cc1Cl	-2	i	1	i	1	i	-7	i	-4	i	i
CN1CCN(c2cc(C(F)(F)F)nc3ccc(F)cc23)CC1	2	i	3	i	2	i	-6	i	-6	i	i
CC1(C)Cc2c(sc(NC(=O)COc3ccc(Cl)cc3)c2C#N)C(C)(C)N1	2	i	-3	i	-1	i	-2	i	-8	i	i
CC(=O)NCCN=C(C)c1sc2ccccc2c1O	-7	i	0	i	1	i	5	i	-4	i	i
COc1cccc(N2CC(C(=O)Nc3nnc(SCC(=O)Nc4ccc(NC(C)=O)cc4)s3)CC2=O)c1 (centres undefined)	3	i	-1	i	2	i	-3	i	-7	i	i
N#Cc1ccc(-c2ccc3c(c2)OCO3)nc1SCC(=O)OCc1ccccc1	2	i	1	i	-8	i	-6	i	-8	-10*	i
CCN(CC)C1CCN(Cc2cn[nH]c2-c2ccc(OC)c(F)c2)C1 (centres undefined)	-1	i	1	i	2	i	1	i	-6	i	i

Record cards (already shown). Screens in order: GSK3B inh	KCNQ1 block	GSK3A inh	RGS4 pot	HDAC3 inh	KCNK3 inh	Dyrk1A ADPGlo	KCNQ1 pot	hERG protect	KCNK9 block	PolyA inh
Results for `Cc1cc(Br)ccc1NC(=O)CN(C)C(=O)c1cc([N+](=O)[O-])ccc1N1CCOCC1` : -6	i	0	i	-2	i	-4	i	-13	i	i
Results for `CCN(C(=O)c1cnc(NC(C)C)cc1C(F)(F)F)c1ccc(Cl)cc1` : 2	i	-3	i	-4	i	0	i	-5	i	i
Results for `CN1CCN(c2cc(C(F)(F)F)nc3ccc(F)cc23)CC1` : 2	i	3	i	2	i	-6	i	-6	i	i
Results for `O=C1Nc2ccccc2O/C1=C\c1ccccc1` : 1	i	-1	i	-2	i	-1	i	-4	i	i

(next part)
SMILES	GSK3B inh	KCNQ1 block	GSK3A inh	RGS4 pot	HDAC3 inh	KCNK3 inh	Dyrk1A ADPGlo	KCNQ1 pot	hERG protect	KCNK9 block	PolyA inh
COc1ccc(-c2c(C)n([O-])c(C)c(C)[n+]2=O)cc1OC	-3	i	1	i	5	i	3	i	-5	i	i
CCOC(=O)C1CCN(Cc2ccc(C(=O)OC)cc2)CC1	3	i	0	i	2	i	11	i	-9	i	i
CC1=NN(c2ccccc2)C(=O)C1/C=C1/NC(=S)NC1=O (centres undefined)	-1	i	3	i	6	i	.	i	-8	i	.
COc1ccc(OC)c(S(=O)(=O)NCC(c2cccs2)N2CCc3ccccc3C2)c1 (centres undefined)	-9	i	4	i	-2	i	-1	i	-8	-9.1*	i
O=C(c1sc2cc(F)ccc2c1Cl)N1CCN(c2cccc(Cl)c2)CC1	-1	i	-4	i	-1	i	.	i	-8	i	i
CCOC(=O)c1cccc(NC(=O)C2CCCN(c3nnc(N4CCCC4=O)s3)C2)c1 (centres undefined)	-1	i	-2	i	5	i	2	i	-11	i	i
O=C(NCC(c1ccco1)N1CCc2ccccc2C1)C(=O)Nc1ccccc1 (centres undefined)	-3	i	-4	i	-5	i	-4	i	-3	i	i
O=C(CCC1CCCN(Cc2cccc3c2OCO3)C1)NCc1ccc(F)c(F)c1 (centres undefined)	9	i	-2	-9.4*	0	i	4	i	-7	i	i
O=C(NCCc1nc2ccccc2[nH]1)/C(=C/c1ccco1)NC(=O)c1ccc(Br)o1	0	i	1	i	5	i	1	i	-16	i	i
COc1ccccc1C(c1c(N)n(C)c(=O)n(C)c1=O)C(C)[N+](=O)[O-] (centres undefined)	0	i	-3	i	2	i	.	i	-4	i	i
O=C(CCCN1C(=O)c2ccccc2C1=O)NCCCn1ccnc1	6	i	-3	i	0	i	0	i	-2	i	i
COc1ccc(CN2CCN(Cc3ccco3)CC2)cc1OC	-4	i	0	i	-6	i	10	i	1	i	i
O=C(Nc1nnc(C(F)(F)F)s1)c1cccnc1	0	i	0	i	3	i	-3	i	-13	i	i
O=C(CCc1nc2ccccc2s1)OCC(=O)c1ccccc1	0	i	-1	i	5	i	-1	i	-3	i	i
CC(/C=N/NC(=O)c1cccs1)=C\c1ccco1	1	i	2	i	4	i	-5	i	-4	i	i
CCOC(=O)C1CCN(C(=O)Nc2ccc(NC(=O)C3CCN(C(=O)OCC)CC3)cc2)CC1	-1	i	-1	i	1	i	-2	i	-3	i	i
C#CCOc1c(Br)cc(/C=N/O)cc1OCC	-15	i	24	i	1	i	32	i	-13	i	i
O=C(O)c1ccc(NCc2ccncc2)cc1	-6	i	-2	i	-5	i	-5	i	1	i	i
Cc1ccn2c(=O)c(C(=O)O)cnc2c1	0	i	-1	i	-24	i	-5	i	-9	i	i
Cc1cccc(NC2=NCC(=O)N2Cc2cccs2)c1	-4	i	0	i	-5	i	-2	i	-16	i	i
N#CC1=C(N)N(c2ccccc2C#N)C2=C(C(=O)CCC2)C1c1ccsc1 (centres undefined)	2	i	-1	i	4	i	-1	i	-18	i	i
O=C(COC(=O)CNC(=O)c1ccccc1)Nc1nnc(-c2ccccc2)o1	-4	i	.	i	.	i	2	i	-4	i	i
O=C(Nc1ccn(C2CC(OC(=O)c3ccccc3)C(CO)O2)c(=O)n1)c1ccccc1 (centres undefined)	2	i	-4	i	5	i	-1	i	-5	i	i

These rows are one share of the data. The share of hits here may be higher or lower than overall.
